Pf gametocyte – inhibitors of late stage P. falciparum gametocyte viability. P. falciparum stage V gametocytes, ATP luminescence, 24 h. inhibition, % at 10.9 µM. hit rate 0.065% among 150,000. AID 743093;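 active means inhibition above the mean plus 3 SD of compounds within the control limits, set per campaign, cut at about 38% in these data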;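 further: 0% = DMSO wells and 100% = medium only without gametocytes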
Starred values were filed as active, the others as inactive. The list is partial, so the mix of outcomes need not match the whole.

SMILES	Pf gametocyte
COc1ccc(O)c(C(=O)/C=C/c2cc3ccccc3o2)c1	-1.1
N#Cc1nnn2c1nc(N)c1c(F)cccc12	17.7
COC(=O)c1c(-c2ccc(OC)cc2)oc2ccc(-c3ccc(OC)nc3)cc12	13.8
COc1ccc(C(c2nnnn2CS(=O)(=O)c2ccc(C)cc2)N2CCN(Cc3ccccc3)CC2)cc1 (stereo not drawn)	-44.0
Cc1ncc([N+](=O)[O-])n1S(=O)(=O)c1cc(Br)ccc1Br	-16.9
O=S(=O)(Cc1ccccc1)Nc1ccccc1	-4.2
N/C(=N\N=C/c1ccc(F)cc1)N/N=C\c1ccc(F)cc1	7.2
COc1ccc(C2NC(C(=O)O)Cc3c2[nH]c2ccccc32)cc1CN1CCN(c2ccc(F)cc2)CC1 (stereo not drawn)	-8.9
CCOc1ccc(/C=N/Nc2cc(N3CCOCC3)nc(C)n2)c(O)c1	-12.2
COc1cc2cc(CCCOC(=O)c3ccc(C(F)(F)F)cc3)oc(=O)c2cc1OC	-29.2
COc1ccc(C2NC(=O)CCC2[N+](=O)[O-])c(OC)c1 (stereo not drawn)	-6.1
CCOC(=O)CN1C(=O)N[C@@H](CCc2ccccc2)C(C(C)=O)=C1C	14.9
CC1=NN(C(N)=S)C(=O)C1N=Nc1cccc(Cl)c1C (stereo not drawn)	2.7
CC(C)(C)OC(=O)[C@H](NC(=O)OCc1ccccc1)c1ccccc1	-51.8
CC(C)CCN1C(=O)c2ccc(C(=O)Nc3cc(C(=O)O)cc(C(=O)O)c3)cc2C1=O	-28.5
CS(=O)(=O)N1CCc2cc(C(=O)Nc3ccc(O)cc3)ccc21	0.7
Cn1c(=O)[nH]c(NCCc2ccc(O)cc2)c([N+](=O)[O-])c1=O	0.0
CN(CCCC(=O)Nc1ccc(Br)cc1F)S(=O)(=O)c1ccccc1	-18.6
CCOC(=O)C1(Cc2ccccc2)C(=O)N(CCCN(C)C)c2ccccc21 (stereo not drawn)	8.8
Cc1ccccc1N=C1Nc2ccccc2N[C@]12C[C@H]1CCC(=O)N3CC[C@@H](C2)[C@@H]13	3.8
N#CCCc1cccc(CCC#N)c1	19.3
CC(C)c1ccc(NC(=O)C2CC2c2ccccc2)cc1 (stereo not drawn)	3.3
c1ccc(Cn2ncc3c(N4CCN(C(c5ccccc5)c5ccccc5)CC4)ncnc32)cc1	4.4
COc1ccc(CC(=O)NCC2CCCN(Cc3ccc(SC)cc3)C2)cc1 (stereo not drawn)	-3.8
O=C(c1ccc([N+](=O)[O-])cc1[N+](=O)[O-])N1CCc2ccccc21	6.2
Later entries.
SMILES	Pf gametocyte
COc1cc(OC)c(OC)cc1/C=N/NC(=O)c1ccc(CSc2nc(C)cc(C)n2)cc1	-11.7
Cc1nnc2c(N3CCN(CCO)CC3)nc3ccccc3n12	-9.9
CC(C)NC(=O)c1ccc(CN2CCC(Cc3ccccc3)CC2)cc1	-10.6
CN1CCN(C(=O)C2=C[C@H](c3ccc4c(c3)OCO4)C[C@H](OCCCCO)O2)CC1	15.8
CCSc1c([N+](=O)[O-])c(=O)n(-c2ccccc2)c2ccccc12	-5.6
CCO[C@@H]1OC(C(=O)O)=C[C@H](c2ccccc2)[C@H]1CCCO	-38.3
COc1cc(C(=O)NC(C)c2cccc3ccccc23)cc(OC)c1OC (stereo not drawn)	5.9
O=C(O)Cn1cnc2scc(-c3ccccc3)c2c1=O	-2.2
C[n+]1ccccc1/C=C/c1ccc(F)c(F)c1	-19.7
O=C(C[C@@H]1C/C=C\C[C@H](NC(=O)OCC2c3ccccc3-c3ccccc32)C(=O)O[C@H](c2ccccc2)CNC1=O)NCCO	9.2
CCC(C)(C)NC(=O)CCCSc1nc2ccccc2[nH]1	-0.3
CC(C)(C)c1ccc(OCC(=O)NNC(=O)Nc2ccccc2)cc1	14.2
CCOC(=O)c1[nH]cnc1C(=O)NC1CCN(C(=O)OC(C)(C)C)CC1	-7.1
CCN(C(=O)C(=O)c1c[nH]c2ccccc12)c1ccccc1	7.3
COc1ccccc1C(=O)OC(C)CN1CCN(C)CC1 (stereo not drawn)	10.1
Cc1ccc(NC(=O)NNC(=O)COc2ccc(Cl)cc2)cc1	9.8
OC(Cc1ccncc1)(c1ccccc1)c1ccccc1	7.2
O=c1[nH]c(/C=C\c2cccc(C(F)(F)F)c2)nc(O)c1[N+](=O)[O-]	12.2
O=C(NN1CCOCC1)c1cn(-c2ccccc2)nc1-c1cccs1	11.7
Cc1ccccc1CNC(=O)Nc1ccc(Cl)cc1	-7.8
Cc1ccc(CNC(=O)c2cccc3c2C(=O)c2ccc(N4CCOCC4)cc2S3(=O)=O)cc1	26.1
C=CC(=O)N1CCCC(Nc2nc(Nc3ccc(N(C)C(=O)CC)cc3C)nc3nc[nH]c23)C1 (stereo not drawn)	8.3
Cc1cccc(Cn2c(N3CCN(C)CC3)nc3c2c(=O)[nH]c(=O)n3C)c1	-8.8
CSCCC(NC(=O)/C(=C\c1ccco1)NC(=O)c1ccco1)C(=O)O (stereo not drawn)	-1.4
COc1cccc(C(O)C2OC(=O)c3ccccc32)c1OC (stereo not drawn)	13.6

Some of the entries above in another layout:
Molecule | Pf gametocyte
CCOC(=O)c1[nH]cnc1C(=O)NC1CCN(C(=O)OC(C)(C)C)CC1 | -7.1
O=C(C[C@@H]1C/C=C\C[C@H](NC(=O)OCC2c3ccccc3-c3ccccc32)C(=O)O[C@H](c2ccccc2)CNC1=O)NCCO | 9.2

(further entries)
SMILES	Pf gametocyte
Cc1ccc(C(=O)NCc2ccc3c(c2)OCO3)cc1	0.9
C#CCOCCOCCOCCNc1nc(N2CCN(C(=O)C(Cc3cc4ccccc4[nH]3)n3cc(C(N)Cc4ccc(O)cc4)nn3)CC2)nc(N2CCN(C(=O)C(CCC(=O)O)n3cc(C(N)C(C)CC)nn3)CC2)n1 (stereo not drawn)	3.1
CC(=O)Oc1ccc(-c2nc3ccccc3c(=O)o2)cc1	-36.0
NC(=O)c1ccccc1NC(=O)c1cccc(C(=O)Nc2ccccc2C(N)=O)n1	22.6
O=C(Nc1ccccc1Br)c1cccc2ccccc12	11.8
CC1(C)CC(=O)C=C(NC2CCCCC2)C1	-9.3
Cc1cc2c(c(CO)c1CCO)C(=O)[C@@H](C)[C@@H]2O	16.4
Cc1nc2ccc(C(=O)Nc3ccccc3Cl)cc2s1	3.2
COCCNC(=O)C(OC(=O)c1ccco1)c1ccccc1F (stereo not drawn)	-1.5
Cc1ccc(-c2csc(N3CCN(CCCn4c(-c5ccncc5)nc5ccccc54)CC3)n2)cc1	12.0
Cc1ccc(NC(=O)CNCc2cccs2)c(Br)c1	-3.4
COc1cccc(CNc2nnnn2C)c1	13.5
COc1ccc(CCN2CCCC(CN(C)Cc3cc(Cl)c(O)c(OC)c3)C2)cc1 (stereo not drawn)	10.4
CN(C)N1C(=O)/C(=C/c2ccco2)SC1=Nc1ccccc1	4.2
Cc1noc(C)c1NC(=O)N(C)C[C@H]1Oc2ccc(NS(=O)(=O)c3ccccc3)cc2C(=O)N([C@H](C)CO)C[C@@H]1C	18.4
CC(C)NC(=O)N(C)C[C@H]1Oc2ccc(NS(=O)(=O)c3ccccc3)cc2C(=O)N([C@H](C)CO)C[C@@H]1C	6.3
Cc1ccccc1NC(=O)c1ccccc1N(C)S(=O)(=O)c1ccccc1	1.6
COc1ccc(OC)c(S(=O)(=O)n2ccnc2C(C)C)c1	1.4
COc1ccc(OC)c(N=c2oc3c(OC)cccc3cc2C(=O)NCc2ccco2)c1	0.6
O=C(Nc1ccccc1O)N1c2ccccc2Sc2ccccc21	10.6
Cc1nc(-c2ccccc2)nc2n[nH]c(N)c12	-5.1
O=S1(=O)NC(CC2=CCCCC2)C2CCCCC2O1 (stereo not drawn)	13.0
C[C@H](NC(=O)c1nc[nH]c1C(=O)NCc1ccccc1)c1ccccc1	19.4
Cn1c(=O)c2c(nc3n2CC(COc2ccc(Cl)cc2)O3)n(C)c1=O (stereo not drawn)	-13.6
COC(=O)CCCC(=O)N(C)CC1CCCN(CCc2ccccc2C)C1 (stereo not drawn)	-3.5
(listing goes on)
SMILES	Pf gametocyte
COc1ccc(-c2nn(CCC#N)cc2C(=O)Nc2cccc(C(=O)O)c2)cc1OC	-7.2
O=C(O)c1ccc(Cn2cc(/C=C\[N+](=O)[O-])c3ccccc32)o1	-0.9
Cc1ccc(C(=O)Cn2c(=N)n(N)c3ccccc32)cc1	-6.9
COc1cc(C(=O)Nc2ccc(C(=O)NCC3CCCO3)cc2)cc(OC)c1OC (stereo not drawn)	-6.5
CCCCC1=CC2=CC(=O)C(C)(OC(=O)CC)C(=O)C2=CN1c1cccc(C#N)c1 (stereo not drawn)	-27.2
O=C1NC(=O)c2cc([N+](=O)[O-])cc3cccc1c23	-6.9
CN(C)C(=O)CCC(=O)N1CCCC(C(=O)c2ccc(C(F)(F)F)cc2)C1 (stereo not drawn)	-8.1
COc1cccc(N/C=C/C(=O)c2ccc(Br)cc2)c1	-12.0
O=C(Nc1ccc(N2CCCC2)cc1)c1ccc(Br)cc1	1.3
COc1ccc(OCCC(=O)Nc2ccccc2)cc1	-3.7
CCN1C(=O)/C(=C/C2=Cc3ccccc3OC2C)SC1=S (stereo not drawn)	21.3
CNc1c(-n2cc(C(=O)OC)c(C(=O)OC)c2C(=O)OC)c(=O)n(C)c(=O)n1C	20.0
Cc1ccccc1-c1cc(=O)c2ccccc2o1	-15.4
Fc1ccc(OCCCCCn2ccnc2)cc1	3.1
O=C(NCC(O)CO)c1csc(Nc2cccc3ccccc23)n1 (stereo not drawn)	19.8
CC(C)(C)OC(=O)C[C@H]1C/C=C\C[C@H](CC(=O)NCCO)C(=O)NC[C@H](c2ccccc2)OC1=O	20.6
COc1ccc(F)c(CN2CCCC(CO)(Cc3cccc(Cl)c3)C2)c1 (stereo not drawn)	9.8
CN(C)CCCC1Sc2ccccc2Sc2ccccc21 (stereo not drawn)	-5.2
CCC1(C)Cc2c(sc3c2c(=O)n(C)c2nnc(SCC(=O)c4ccccc4)n32)CO1 (stereo not drawn)	-14.3
COc1cc(C(=S)N2CCCC2)ccc1OCc1ccc(C)cc1	1.7
CSc1ccc2c(c1)C(N1CCN(C)CC1)Cc1ccc(F)cc1S2 (stereo not drawn)	10.2
CC(NS(=O)(=O)OCC(Cl)(Cl)Cl)c1ccc(Br)cc1 (stereo not drawn)	12.4
CCc1ccc2nc(SCC(=O)Nc3ccccc3N3CCOCC3)c(C#N)cc2c1	-9.0
Oc1c(Br)cc(/C=N/n2c(-c3ccccc3)n[nH]c2=S)cc1Br	-10.7
Cc1ccc(NS(=O)(=O)c2ccc(NC(=O)c3ccc(-c4ccccc4)cc3)cc2)c(C)c1	-0.8
(cont.)
SMILES	Pf gametocyte
Cc1cc(C)n2nc(-c3cccc(Br)c3)cc2n1	-22.9
O=C(COc1ccccc1)N1CCN=C1SCc1cccc(F)c1	8.0
CC(C)(C)OC(=O)NCc1ccc(CNC(=O)c2nc[nH]c2C(=O)N2CCN(c3ccccc3)CC2)cc1	-12.7
Cc1ccc(NCc2nc(SCC(=O)Nc3ccccc3)n[nH]2)cc1	29.6
O=C(Nc1ccc(N2CCCC2)cc1)c1cc2ccccc2o1	8.5
COc1ccc([C@H]2CC(=O)C=C(c3cc(Br)ccc3OC)C2)cc1	1.6
C[C@H]1COC(=O)[C@@H](Cc2ccc(F)cc2)C/C=C\C[C@@H](CC(=O)N[C@@H](CO)Cc2ccccc2)C(=O)N1	19.2
COCCCOc1cc(NCc2ccccc2)c2ncn(C(C)C)c2c1	19.2
O=C1CCN(Cc2ccc([N+](=O)[O-])cc2)CCN1CCO	-5.7
C=CCNC(=O)c1ccc2c(c1)S(=O)(=O)c1ccccc1C2=O	14.1
COc1cc(CN2CCCCCC2)cc(Br)c1O	-0.4
COc1ccc(-c2noc(CN(C)S(=O)(=O)c3ccccc3)n2)cc1OC	2.6
Cc1[nH]n(-c2ccccc2)c(=O)c1N=Nc1cccc(Cl)c1	5.0
Cc1ccc(C(=O)CC(C(=O)O)n2cncn2)cc1 (stereo not drawn)	6.3
COc1cc(/C=C2\SC(=S)N(CCC(=O)Nc3cccc(O)c3)C2=O)cc(OC)c1OC	4.7
O=C(NCCCn1ccnc1)c1ccc(Cl)c(Cl)c1	12.6
C[C@H]1CN([C@@H](C)CO)C(=O)c2cccc(NC(=O)C3CC3)c2O[C@H]1CN(C)Cc1ccncc1	-27.1
Cc1ccccc1NC(=O)c1cnn(-c2ccccc2)c1C	-17.4
COc1ccc([C@H]2CC(=O)C=C(c3ccccc3Oc3ccccc3)C2)cc1	4.0
CCOC(=O)/C(=N\Nc1cc(Cl)ccc1Cl)N1CC(C)OC(C)C1 (stereo not drawn)	2.2
Nc1nc(Oc2ccc(F)cc2)c(Br)c(=O)[nH]1	-9.8
COc1ccc(C(=O)Nc2c(C)cc(C)cc2C)cc1OC	3.2
c1ccc(CCCCN2CCN=C2Nc2ccccc2)cc1	-6.2
COc1ccc(-c2ccc(=O)n(Cc3ccccc3)n2)cc1	-9.7
Cc1nccn1CC(O)COc1ccc(Cl)cc1Cl (stereo not drawn)	12.1

Entries shown so far that have fluorine:
SMILES	Pf gametocyte
N#Cc1nnn2c1nc(N)c1c(F)cccc12	17.7
N/C(=N\N=C/c1ccc(F)cc1)N/N=C\c1ccc(F)cc1	7.2
COc1ccc(C2NC(C(=O)O)Cc3c2[nH]c2ccccc32)cc1CN1CCN(c2ccc(F)cc2)CC1 (stereo not drawn)	-8.9
COc1cc2cc(CCCOC(=O)c3ccc(C(F)(F)F)cc3)oc(=O)c2cc1OC	-29.2
CN(CCCC(=O)Nc1ccc(Br)cc1F)S(=O)(=O)c1ccccc1	-18.6
C[n+]1ccccc1/C=C/c1ccc(F)c(F)c1	-19.7
O=c1[nH]c(/C=C\c2cccc(C(F)(F)F)c2)nc(O)c1[N+](=O)[O-]	12.2
COCCNC(=O)C(OC(=O)c1ccco1)c1ccccc1F (stereo not drawn)	-1.5
CN(C)C(=O)CCC(=O)N1CCCC(C(=O)c2ccc(C(F)(F)F)cc2)C1 (stereo not drawn)	-8.1
Fc1ccc(OCCCCCn2ccnc2)cc1	3.1
COc1ccc(F)c(CN2CCCC(CO)(Cc3cccc(Cl)c3)C2)c1 (stereo not drawn)	9.8
CSc1ccc2c(c1)C(N1CCN(C)CC1)Cc1ccc(F)cc1S2 (stereo not drawn)	10.2
O=C(COc1ccccc1)N1CCN=C1SCc1cccc(F)c1	8.0
C[C@H]1COC(=O)[C@@H](Cc2ccc(F)cc2)C/C=C\C[C@@H](CC(=O)N[C@@H](CO)Cc2ccccc2)C(=O)N1	19.2
Nc1nc(Oc2ccc(F)cc2)c(Br)c(=O)[nH]1	-9.8
